From PubChem
Vif inh = HIV Vif inhibition. 0.35% of 340,000 active. inhibition, % at 7.49 µM. HEK293T cells, Vif self-association by quenched fluorescence, imaging, 24 h; in the data active = inhibition above about 50%, passing the limit was not always enough; inconclusive = no clear call, values can overlap the other calls; inactive = below about 31%; note: some results filed as inactive read as strong as hits
CaV13 FRET inh = Disruptors of the CACNA1D IQ motif to Ca2+-dependent inactivation inhibitor domain association, primary screening, Förster resonance energy transfer in intact living …. HEK cells, CFP/YFP FRET ICDI-IQ, plate reader, 10 min; percent FRET-ratio fall versus neutral wells. inhibition, % at 12.3 µM. 0.098% of 340,000 active. AID 743397;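 active = mean replicate inhibition of at least 30% and at least 1% of replicates passing that level; inconclusive = only one of the two criteria is met; inactive = neither criterion is met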;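 note: 0% = median of the neutral control wells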
aDG glyco up = increases alpha dystroglycan glycosylation | activation, % at 10 µM | Pro5-aDG cells, alpha-DG glycosylation AlphaScreen (IIH6); 0% Pro5, 100% B10-LARGE cell signal | 0.22% of 360,000 active;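 active = activation of at least 8% versus controls, or a plate z-score of at least 8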;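 note: Pro5 are CHO cells carrying HIG-tagged alpha-DG that lacks glycosylation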
HTR2A ag = activates the mouse 5-HT2A serotonin receptor. P35363. CHO-K1 mHTR2A beta-arrestin complementation, luminescence; percent of 30 µM serotonin response. activation, % at 7.6 µM. 0.66% of 360,000 active. AID 624169;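 active = activation above a run cutoff, the mean activation of all tested compounds plus 3 SD, cut at about 14% in these data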;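 note: 0% = plate median of compound wells and 100% = 30 µM serotonin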
Target sequence (P35363 whole entry, looked up): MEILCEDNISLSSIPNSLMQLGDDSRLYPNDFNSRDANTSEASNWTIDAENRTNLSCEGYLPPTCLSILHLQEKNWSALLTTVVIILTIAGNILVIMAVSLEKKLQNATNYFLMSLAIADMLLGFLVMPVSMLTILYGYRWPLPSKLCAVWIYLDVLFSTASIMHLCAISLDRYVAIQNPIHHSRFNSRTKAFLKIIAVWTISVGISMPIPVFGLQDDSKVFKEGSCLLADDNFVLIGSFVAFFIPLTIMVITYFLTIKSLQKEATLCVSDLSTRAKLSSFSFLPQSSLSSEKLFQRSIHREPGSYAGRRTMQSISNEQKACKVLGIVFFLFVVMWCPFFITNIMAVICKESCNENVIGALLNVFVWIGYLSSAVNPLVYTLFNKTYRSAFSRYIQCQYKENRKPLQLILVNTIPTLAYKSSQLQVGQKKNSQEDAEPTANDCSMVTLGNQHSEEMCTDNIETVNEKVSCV
Cardio protect = modulators protecting cardiomyocytes from myocardial damage. AID 588492. 0.63% of 360,000 active. protection from H2O2 cell death, % at 20 µM. H9c2 cardiomyocytes, H2O2 injury protection, ATPLite, 2 h;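 active = compounds giving at least 50% protection of heart cells from peroxide-induced death in the single-dose screen, raw or plate-pattern-corrected value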;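 note: 0% = DMSO wells with peroxide and 100% = DMSO wells without peroxide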
ABCB6 inh MLPCN = inhibitors of human ABC transporter ABCB6; Q9NP58; K562-ABCB6 porphyrin accumulation, flow cytometry, 1 h; active compounds read low; fluorescence ratio to DMSO, % at 10 µM; 0.19% of 360,000 active; AID 602162;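 active = fluorescence ratio to DMSO below 75%, the collection mean minus 3 SD; inconclusive = too few cells collected in the well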;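 note: signal is porphyrin accumulated inside mitochondria; 100% equals median channel fluorescence of DMSO control wells; lower ratio means ABCB6 inhibition with less porphyrin fluorescence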
iPSC survival up = hiPSC single-cell survival enhancement; ATPlite luminescence; 100% = ROCK inhibitor wells, 0% = DMSO; survival enhancement, % at 20 µM; 0.044% of 360,000 active; AID 602274; in the data active = survival enhancement above about 18%;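 note: cells exposed to compounds for 16 hours before the ATP read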
Exocytosis inh = lytic granule exocytosis inhibition; inhibition, % at 10 µM; TALL-104 LAMP-1 surface exposure, flow cytometry; cells stimulated with thapsigargin and PMA; 0.66% of 360,000 active;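 active = inhibition above about 55%, limit read from the data; inconclusive = no clear call, values can overlap the other calls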
N-glyco inh = blocks N-linked glycosylation in D54 reporter cells; D54 ERlucT glycosylation luciferase reporter, 24 h; percent of 100 nM tunicamycin response; reporter increase, % at 12.5 µM; 0.23% of 360,000 active; AID 588692;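 active = mean luciferase reporter signal, scaled so untreated is 0 and the glycosylation-blocking control 100, at or above a set limit in every replicate; inconclusive = mean reaches the limit but not every replicate does; inactive = mean below the limit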;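 note: luciferase carries N-glycosylation sites so blocking glycosylation raises the light; 0% = median of neutral control wells and 100% = median of 100 nM tunicamycin wells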
PDI turbidity = inhibitors of human protein disulfide isomerase | P07237 | PDI insulin aggregation turbidity, A650, 90 min | inhibition, % at 10 µM | 0.052% of 350,000 active | AID 588391;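 active = mean inhibition across replicates of 30% or more, whatever share of single replicates reach that level; inconclusive = mean inhibition below 30% while every single replicate reaches 30%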;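 note: absorbance from insulin aggregation driven by PDI reduction with DTT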
Target sequence (P07237 whole entry, looked up): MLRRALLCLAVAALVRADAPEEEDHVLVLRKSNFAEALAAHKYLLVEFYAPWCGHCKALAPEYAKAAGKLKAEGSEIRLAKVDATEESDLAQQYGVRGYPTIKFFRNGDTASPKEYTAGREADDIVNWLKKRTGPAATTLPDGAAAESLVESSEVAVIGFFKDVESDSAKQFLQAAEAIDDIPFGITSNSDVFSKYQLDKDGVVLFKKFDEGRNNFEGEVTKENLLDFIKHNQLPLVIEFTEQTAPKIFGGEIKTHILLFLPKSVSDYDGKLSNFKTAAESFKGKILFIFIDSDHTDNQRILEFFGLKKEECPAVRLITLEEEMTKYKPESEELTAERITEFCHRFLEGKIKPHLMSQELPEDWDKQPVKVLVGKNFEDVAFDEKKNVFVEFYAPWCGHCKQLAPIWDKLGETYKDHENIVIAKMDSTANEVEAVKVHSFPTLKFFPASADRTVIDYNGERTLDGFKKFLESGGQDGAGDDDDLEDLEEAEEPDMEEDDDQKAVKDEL
The depositor's hits bear a star; ? = inconclusive; . = not tested or not shown.

no.	Compound	iPSC survival up	PDI turbidity	aDG glyco up	Exocytosis inh	Vif inh
1	COc1ccc(N2C(=O)CC(N3CCN(c4ccc(Cl)cc4)CC3)C2=O)cc1 (stereo unspecified)	1.3	0	0.0	-2	-2
2	CN1CCC(=NNC(=O)CN(c2ccc(Oc3ccccc3)cc2)S(C)(=O)=O)CC1	2.4	15	0.2	4	-3
3	CC1CCCC(NC(=O)c2cccc(S(=O)(=O)N3CCOCC3)c2)C1C (stereo unspecified)	-1.8	2	2.0	-8	1
4	O=C(/C=C/c1ccccc1)CCN1CCOCC1	-1.9	5	-0.4	5	13
5	Cc1ccc(S(=O)(=O)N2CCCCC2)cc1C(=O)OC(C)C(=O)NC1CCCCC1C (stereo unspecified)	-0.6	1	0.6	3	11
6	CCCc1nc2scc(-c3ccccc3)c2c(=O)n1N	6.4	0	0.0	-4	-6
7	O=C(Nc1cccnc1)c1ccc(COc2cc(Cl)ccc2Cl)o1	-0.5	-3	-0.1	-3	-17
8	CCN1CCN(C(c2cc(OC)c(OC)c(OC)c2)c2nnnn2C(C)C)CC1 (stereo unspecified)	0.9	-8	-0.2	-2	-17
9	COc1ccc(N(CC(=O)Nc2cccc(F)c2)S(=O)(=O)c2c(C)[nH]c(=O)[nH]c2=O)cc1	-0.7	-10	-0.2	-5	10
10	OCC1(CCc2ccccc2)CCN(Cc2cnc(N3CCCC3)s2)CC1	0.1	2	0.1	2	0

no.	CaV13 FRET inh	ABCB6 inh MLPCN	N-glyco inh	HTR2A ag	Cardio protect
1	-2	93	-1	4	-4
2	-3	97	1	5	2
3	-11	100	2	7	6
4	-5	103	9	5	-20
5	.	98	-4	-4	2
6	-8	101	-1	5	3
7	.	96	0	-2	-23
8	0	103	-1	1	-4
9	-3	103	2	2	6
10	-7	96	6	-8	-4

Remaining list, next part:
no.	Compound	iPSC survival up	PDI turbidity	aDG glyco up	Exocytosis inh	Vif inh
11	CCC(C)(C)NC(=O)CN(C(=O)CCC(=O)Nc1nccs1)c1ccccc1C	-0.6	-6	-0.1	-2	-2
12	Nc1[nH]nc2nc(N3CCOCC3)nc(-c3ccccc3)c12	-1.0	-9	-0.2	2	-3
13	CCOc1ccccc1C(=O)Nc1cccc2ccccc12	0.4	-4	0.3	-1	-1
14	O=C(NCCO)c1ccc(-c2ccc3nncn3c2)cc1	5.5	-4	-0.3	-2	-10
15	CCc1c(C)sc(NC(=S)N2CCN(S(C)(=O)=O)CC2)c1C(=O)OC	-0.4	2	-0.1	-1	-2
16	COc1ccccc1-c1cccc([C@@H]2C[C@H]3[C@H](CON3C)CN2S(=O)(=O)c2ccccc2C)c1	0.2	12	-0.3	-1	-14
17	COc1ccc(Oc2ncccc2[N+](=O)[O-])cc1	-0.1	0	-0.1	5	1
18	O=C(O)c1cccc(S(=O)(=O)Nc2ccc3c(c2)OCO3)c1	3.7	-5	-0.3	1	1
19	CCOc1cc(-c2conc2N)cc(OCC)c1OCC	4.1	-7	0.2	5	4
20	CCOc1ccccc1OCC(=O)Nc1cc(S(=O)(=O)N2CCCCC2)ccc1OC	-0.6	3	0.1	2	11

no.	CaV13 FRET inh	ABCB6 inh MLPCN	N-glyco inh	HTR2A ag	Cardio protect
11	-6	99	1	0	3
12	-8	95	-4	-1	2
13	-6	88	0	-1	-8
14	-5	100	0	4	5
15	8	96	1	1	-3
16	-6	101	-1	0	14
17	-5	96	0	5	10
18	-4	101	4	1	-7
19	-8	99	0	4	-2
20	-5	90	-1	-3	6

The results go on.
no.	Compound	iPSC survival up	PDI turbidity	aDG glyco up	Exocytosis inh	Vif inh
21	CCCCn1c2nc3ccccc3nc2c2c(=O)n(C(C)CC)cnc21 (stereo unspecified)	-0.1	-5	-0.4	0	1
22	Cc1ccc(N2CC(C(=O)NC3=NCCS3)CC2=O)cc1 (stereo unspecified)	-0.7	19	-0.1	-2	?
23	Cc1ccc2oc(C(=O)NCc3ccc4c(c3)OCO4)c(C)c2c1	-2.5	9	0.0	-3	0
24	Cn1c(N)c(N=O)c(=O)n(C)c1=O	-0.7	0	0.0	-4	-3
25	CC(NC(=O)c1cccs1)c1n[nH]c(=S)n1C (stereo unspecified)	0.8	-13	1.3	-4	4
26	NC(=O)c1ncn([C@@H]2O[C@H](CNCc3ccccc3OCc3ccc(Cl)cc3Cl)[C@@H](O)[C@H]2O)n1	-0.4	1	-0.2	-1	-3
27	CCCCN(C)CCCNC(=O)/C=C1\Sc2ccccc2NC1=O	0.0	3	0.1	-6	4
28	O=S(=O)(Cc1ccccc1)c1ccccc1-c1nnc(-c2ccccc2)o1	-1.5	-4	0.5	0	-1
29	CCCNC(=O)C(=O)Nc1cc2c3c(c1)CCC(=O)N3CCC2	-0.4	-6	-0.2	-1	26
30	O=C(COC(=O)CNC(=O)c1ccccc1F)Nc1ccc(Cl)cn1	2.3	11	-0.3	2	-4

no.	CaV13 FRET inh	ABCB6 inh MLPCN	N-glyco inh	HTR2A ag	Cardio protect
21	-5	99	1	5	10
22	-5	92	4	9	2
23	-5	94	0	0	-8
24	-15	99	1	-4	4
25	-5	100	0	3	8
26	-6	99	2	-3	-2
27	-16	97	-4	-6	2
28	-1	103	-2	-4	-7
29	-3	97	6	2	6
30	-2	99	1	0	6

Next section:
no.	Compound	iPSC survival up	PDI turbidity	aDG glyco up	Exocytosis inh	Vif inh
31	CSc1nnnn1-c1ccc(Cl)cc1	0.4	6	-0.2	-1	1
32	COC(=O)c1ccc(N=NNc2ccc(C(=O)OC)cc2)cc1	-0.1	-5	-0.2	-2	-5
33	COc1ccc(/C=C2\SC(=O)N(CCn3cnnn3)C2=O)cc1	-3.4	-3	0.2	0	2
34	CCOC(=O)c1ccc(N2C(=O)c3n[nH]c(C)c3C2c2ccco2)cc1 (stereo unspecified)	2.3	5	0.1	-2	.
35	Cn1c(=O)c(=O)n(C)c2cc(S(=O)(=O)N3CCCC3C(=O)NCc3cccs3)ccc21 (stereo unspecified)	0.4	-8	0.2	1	5
36	COc1ccccc1NC(=O)Nc1nc(CC(=O)NCc2c(F)cccc2F)cs1	-0.4	-5	-0.1	-2	-3
37	CC(C)NC(=O)CCS(=O)(=O)c1ccc(Br)s1	-0.3	-2	-0.1	0	.
38	C/C(=N\N1CCN(c2ccccc2)CC1)c1ccncc1	-0.6	-2	-0.2	-1	3
39	Cc1nn(C(C)C(=O)NNC(=S)Nc2ccc(Cl)cc2)c(C)c1[N+](=O)[O-] (stereo unspecified)	-1.0	3	0.2	4	14
40	Cc1cccc(C)c1NC(=O)C1(C)CSCC(=O)N1Cc1cccs1 (stereo unspecified)	.	.	-0.1	14	.

no.	CaV13 FRET inh	ABCB6 inh MLPCN	N-glyco inh	HTR2A ag	Cardio protect
31	0	100	0	1	0
32	-4	98	-12	5	-4
33	-1	108	1	0	2
34	.	104	-2	2	4
35	-6	98	0	-2	3
36	.	94	1	-5	42
37	-9	96	3	5	5
38	-6	94	3	0	12
39	-8	107	0	-2	-6
40	-9	.	.	-1	.

Full records as entered above:
Profile of `COc1ccccc1NC(=O)Nc1nc(CC(=O)NCc2c(F)cccc2F)cs1` : iPSC survival up = -0.4; PDI turbidity = -5; aDG glyco up = -0.1; Exocytosis inh = -2; Vif inh = -3; CaV13 FRET inh = .; ABCB6 inh MLPCN = 94; N-glyco inh = 1; HTR2A ag = -5; Cardio protect = 42
Profile of `Cn1c(=O)c(=O)n(C)c2cc(S(=O)(=O)N3CCCC3C(=O)NCc3cccs3)ccc21` (stereo unspecified) : iPSC survival up = 0.4; PDI turbidity = -8; aDG glyco up = 0.2; Exocytosis inh = 1; Vif inh = 5; CaV13 FRET inh = -6; ABCB6 inh MLPCN = 98; N-glyco inh = 0; HTR2A ag = -2; Cardio protect = 3
Profile of `COC(=O)c1ccc(N=NNc2ccc(C(=O)OC)cc2)cc1` : iPSC survival up = -0.1; PDI turbidity = -5; aDG glyco up = -0.2; Exocytosis inh = -2; Vif inh = -5; CaV13 FRET inh = -4; ABCB6 inh MLPCN = 98; N-glyco inh = -12; HTR2A ag = 5; Cardio protect = -4

Going on with the list:
no.	Compound	iPSC survival up	PDI turbidity	aDG glyco up	Exocytosis inh	Vif inh
41	O=C(Oc1cccc(Nc2ncnc3ccccc23)c1)c1ccccc1Cl	-2.5	-2	4.5	4	-29
42	O=c1[nH]c2cc3c(cc2cc1CN(CCc1ccccc1)C(=S)NCCCN1CCOCC1)OCCO3	0.8	-4	0.3	19	11
43	O=C(NCCc1ccccn1)c1cc(-c2cccc3ccccc23)nc2ccccc12	-1.7	9	-0.7	0	0
44	N#Cc1cc2c(nc1S(=O)(=O)Cc1ccccc1)CCCC2	-0.7	0	-0.4	-1	4
45	COc1cc(NS(=O)(=O)c2ccc(NC(=O)c3ccc([N+](=O)[O-])cc3)cc2)ncn1	-0.5	1	-0.1	-6	-2
46	Cc1nc(NCc2ccccc2)c(C(N)=O)c2c1COC(C)(C)C2	4.6	3	-0.1	-8	.
47	N#Cc1ccc(CSc2nnc(-c3cccs3)n2-c2ccccc2)cc1	-1.2	-1	0.2	8	55*
48	CCc1nnc(NS(=O)(=O)c2ccc(NC(=O)c3ccco3)cc2)s1	-0.1	8	-0.1	2	-3
49	CCOCCn1c(N(C)Cc2ccccc2)nc2c1c(=O)[nH]c(=O)n2C	3.6	-2	-0.1	-1	.
50	COc1cccc(C(=O)Nc2c3c(nn2-c2ccccc2C)CS(=O)C3)c1OC (stereo unspecified)	4.6	-3	-0.1	2	4

no.	CaV13 FRET inh	ABCB6 inh MLPCN	N-glyco inh	HTR2A ag	Cardio protect
41	-4	91	-4	6	-23
42	-5	95	16	-3	9
43	-5	91	0	14	34
44	-3	106	1	1	0
45	.	95	1	-2	3
46	-1	185	1	0	-11
47	-3	92	-4	-3	13
48	3	103	2	8	4
49	-4	100	.	-1	-3
50	0	87	-1	0	19

This is a random part of the collection, and some 3.1% of all compounds hit somewhere here.
